From PubChem
BCLXL inh: inhibitors of human Bcl-xL, primary screen, biochemical, fluorescence polarization, HTS. GST-Bcl-xL / FITC-Bim BH3 peptide fluorescence polarization. Bcl-2-like protein 1 (Homo sapiens), Q07817. 0.7% of 320,000 active. inhibition, % at 10.9 µM;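 active = inhibition above the mean of all tested compounds plus 3 SD, cutoff set per campaign, cut at about 30% in these data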;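 note: 0% = DMSO wells and 100% = unlabeled Bim-BH3 peptide competitor; inhibitors lower millipolarization by displacing the labeled peptide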
Target sequence (Q07817 whole entry, looked up): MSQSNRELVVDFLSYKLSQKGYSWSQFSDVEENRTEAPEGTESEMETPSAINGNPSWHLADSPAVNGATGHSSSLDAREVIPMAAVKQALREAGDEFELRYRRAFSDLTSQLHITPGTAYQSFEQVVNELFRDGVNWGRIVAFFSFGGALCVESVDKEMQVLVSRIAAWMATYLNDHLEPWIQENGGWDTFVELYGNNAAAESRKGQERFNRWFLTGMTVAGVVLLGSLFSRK
PME-1 primary: PME-1 inhibitors via competitive probe labeling, primary screen, biochemical, fluorescence polarization, FP-Rh probe, HTS; Protein phosphatase methylesterase 1 (Homo sapiens), Q9Y570; recombinant PME-1; inhibition, % at 5.9 µM; 0.53% of 320,000 active; AID 2130, 2009;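 active = inhibition above the campaign mean of all compounds plus 3 SD, cut at about 26% in these data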;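 note: competitive labeling of PME-1 active site by serine hydrolase directed probe; 0% = PME-1 with DMSO and 100% = wells lacking PME-1 enzyme; inhibitors block probe labeling so polarization falls and inhibition rises; many of its hits are not listed in these tables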
TPT1 inhibitor: Candida albicans TPT1 enzyme inhibitors, primary screen, biochemical, fluorescence polarization; tRNA 2'-phosphotransferase TPT1 (Candida albicans SC5314); recombinant caTPT1, FP RNA substrate dephosphorylation; inhibition, % at 5 µM; 0.81% of 300,000 active; AID 1962, 2009;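 active = inhibition above the mean of all tested compounds plus 3 SD, set per screening campaign, cut at about 24% in these data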;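 note: plate controls were DMSO alone for no effect and ferristatin control at 100 nM for full effect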
GSTO1 counter: inhibitors of recombinant GSTO1, primary screen, counter-screen for RBBP9 inhibitor project, biochemical, fluorescence polarization | Glutathione S-transferase omega-1 (Homo sapiens), P78417 | activity-based probe fluorescence polarization | inhibition, % at 5.96 µM | 1.1% of 300,000 active | AID 1974, 2009;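 active = inhibition above the campaign mean inhibition plus 3 SD, cut at about 35% in these data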;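 note: 0% = GSTO1-1 with DMSO and 100% = wells lacking GSTO1-1 enzyme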
Fam108B counter: mouse Fam108B serine hydrolase inhibitors, primary screen, counter-screen for RBBP9 inhibitor project, biochemical, fluorescence polarization | recombinant Fam108B, FP-Rh probe fluorescence polarization | inhibition, % at 9.51 µM | 0.33% of 300,000 active;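 active = inhibition above the screen mean inhibition plus 3 SD, computed separately per campaign, cut at about 18% in these data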;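 note: inhibitors lower polarization as less probe binds the enzyme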
PAD4 inh: human PAD4 inhibitors, primary screen, biochemical, fluorescence polarization, 1536-well format | recombinant PAD4, RCA probe fluorescence polarization | Protein-arginine deiminase type-4 (Homo sapiens), Q9UM07 | 0.41% of 330,000 active | inhibition, % at 6.36 µM;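 active = percent inhibition above a cutoff equal to the mean of all tested compounds plus 3 SD, cut at about 15% in these data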;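 note: 0% = PAD4 with RCA probe and DMSO and 100% = probe without PAD4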
Target sequence (Q9UM07 whole entry, looked up): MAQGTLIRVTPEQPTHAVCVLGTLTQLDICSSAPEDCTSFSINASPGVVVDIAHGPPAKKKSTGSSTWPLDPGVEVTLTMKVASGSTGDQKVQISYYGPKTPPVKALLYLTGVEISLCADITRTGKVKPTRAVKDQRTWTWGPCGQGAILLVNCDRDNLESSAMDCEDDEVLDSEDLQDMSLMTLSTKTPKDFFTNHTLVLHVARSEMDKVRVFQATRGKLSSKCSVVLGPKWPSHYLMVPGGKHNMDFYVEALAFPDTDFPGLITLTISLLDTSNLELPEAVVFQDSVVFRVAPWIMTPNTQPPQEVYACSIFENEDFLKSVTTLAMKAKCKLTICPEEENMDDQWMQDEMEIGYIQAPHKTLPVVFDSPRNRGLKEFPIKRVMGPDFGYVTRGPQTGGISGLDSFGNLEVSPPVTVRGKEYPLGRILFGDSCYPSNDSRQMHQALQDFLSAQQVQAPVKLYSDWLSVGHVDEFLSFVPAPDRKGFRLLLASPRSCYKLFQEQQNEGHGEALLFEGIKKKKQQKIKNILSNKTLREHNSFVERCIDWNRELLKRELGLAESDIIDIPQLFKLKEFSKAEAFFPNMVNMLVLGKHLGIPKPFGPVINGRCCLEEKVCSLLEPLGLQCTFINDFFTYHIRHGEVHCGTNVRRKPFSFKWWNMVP
GLD-1 RNA inh: GLD-1/TGE RNA complex disruptors, primary screen, biochemical, fluorescence polarization | purified GLD-1 + fluorescein TGE RNA | Female germline-specific tumor suppressor gld-1 (Caenorhabditis elegans), Q17339 | 0.44% of 320,000 active | inhibition, % at 5.96 µM;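 active = percent inhibition above a per-plate cutoff, the plate mean of test compounds plus 3 SD, cut at about 30% in these data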;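 note: 0% = DMSO wells with GLD-1 and probe and 100% = wells lacking GLD-1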
MEX-5 binding: MEX-5 zinc finger RNA-binding disruptors – biochemical, C. elegans, fluorescence polarization, MLPCN library, primary screen; Zinc finger protein mex-5 (Caenorhabditis elegans), Q9XUB2; AID 1832, 2009; 0.38% of 300,000 active; activity score (negative = inhibition of binding), % at 10 µM; MEX-5/FITC-TCR2 RNA binding; active compounds read low;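 active = inhibition past about -25% in most replicates, and total fluorescence under double the plate's negative control median, limit read from the data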;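 note: 0% = DMSO and -100% = 5 µM competing unlabeled TCR2 RNA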
MCL1-BIM inh: inhibitors of MCL1 binding to BIM-BH3, primary screen, biochemical, fluorescence polarization; Induced myeloid leukemia cell differentiation protein Mcl-1 (Homo sapiens), Q07820; GST-MCL1 / FITC-Bim-BH3 fluorescence polarization; inhibition, % at 10.9 µM; 0.68% of 320,000 active; AID 2057, 2009;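 active = inhibition above the mean inhibition of all tested compounds plus 3 SD, set per campaign, cut at about 40% in these data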;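 note: 0% = DMSO wells and 100% = unlabeled Bim-BH3 peptide control; higher means more loss of mP so more displacement of Bim peptide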
* = called active by the depositor; nt = not tested or not shown.

no.	SMILES	BCLXL inh	PME-1 primary	TPT1 inhibitor	GSTO1 counter	Fam108B counter	PAD4 inh	GLD-1 RNA inh	MEX-5 binding	MCL1-BIM inh
1	O=C(NCCC1=CCCCC1)C1CCN(c2nnc(-n3cccc3)s2)CC1	5.5	1.2	-2.5	3.1	2.1	-3.4	3.0	1.5	5.4
2	CCOc1ccccc1C1CC(c2cccs2)=NN1S(C)(=O)=O (stereo not drawn)	2.3	-8.4	7.8	-1.2	-38.5	-4.7	-6.0	1.0	-4.9
3	Cc1ccccc1OCC(=O)N/N=C/c1c(C)nn(-c2ccccc2)c1Cl	8.1	-87.2	1.0	1.6	-1.5	2.5	6.8	-0.5	16.9
4	CCOC(=O)C1=C(N)Oc2cc(O)ccc2C1c1cccc(Cl)c1 (stereo not drawn)	5.7	-1.2	-0.1	-3.4	-3.0	-4.6	5.2	-0.2	-0.5
5	COc1ccccc1C(=O)N(Cc1nc(-c2ccc(Cl)cc2)no1)C(C)C	3.2	-0.1	-4.0	-0.6	0.5	0.2	-5.8	1.8	-4.4
6	Cc1ccc(C(=O)Nc2ccccc2N2CCCCC2)cc1	1.7	1.4	2.2	-1.3	-0.1	-1.4	-5.8	-0.5	2.1
7	Cc1ccc2c(CN3C(=O)NC4(CCCCC4)C3=O)cc(=O)oc2c1C	4.2	-1.6	2.2	-2.8	-1.3	-3.1	-2.8	0.1	9.1
8	CC(OC(=O)c1cc[n+]([O-])cc1)C(=O)Nc1ccc(Cl)cn1 (stereo not drawn)	5.7	0.2	-4.2	1.7	4.8	-1.7	0.1	3.2	5.0
9	NS(=O)(=O)c1ccc(CNc2ncnc3sccc23)cc1	3.9	1.9	4.3	-6.3	-0.7	-3.1	0.9	2.6	-4.4
10	CN(C(=O)COC(=O)CNC(=O)c1ccccc1Cl)c1ccccc1	2.1	-6.0	-5.1	-13.3	-2.1	-2.8	-6.0	-0.2	-0.8
11	CCC(C)(C)NC(=O)/C=C/c1cnc2ccccc2n1	7.4	6.0	3.8	2.7	0.9	-1.1	-9.2	1.0	0.2
12	O=c1c(Cl)c(NCCO)ncn1-c1ccccc1	2.3	4.0	3.9	-1.8	2.9	-1.1	8.7	-2.3	-0.7
13	O=C(NCC1CCCO1)c1cccc(S(=O)(=O)Nc2ccc(F)cc2)c1 (stereo not drawn)	-3.9	-0.8	nt	nt	nt	-1.0	4.3	nt	2.4
14	O=C(O/N=C(\c1ccccc1)c1ccccn1)c1ccc(Cl)c(Cl)c1	7.6	2.1	-1.6	2.5	0.1	1.9	-7.4	nt	5.6
15	COc1ccc2cc(C#N)c(Nc3cccc(F)c3)nc2c1	3.4	-7.2	1.9	1.7	-2.5	-4.3	8.4	2.8	-2.4
16	CCc1ccc(-c2nc(C(N)=O)c3[nH]c(=O)n(-c4ccccc4OC)c3n2)cc1	2.9	16.7	1.4	0.1	-3.5	3.3	1.4	-2.0	2.0
17	Cc1csc(=S)n1-c1ccccc1	0.1	-2.2	-2.3	-0.2	1.6	3.2	0.3	-1.1	9.9
18	COc1cc(C(=O)Nc2c(C)cc(C)cc2C)c([N+](=O)[O-])cc1OC	3.4	-2.6	-1.5	1.5	-3.4	-5.3	6.0	0.1	-2.3
19	CCOc1ccccc1NC(=O)c1oc2ccccc2c1NC(=O)C1CCCO1 (stereo not drawn)	-5.0	-2.3	-1.5	1.4	-3.6	1.1	0.4	1.8	1.9
20	Cc1cc(C(F)F)n2nc(C(=O)Nc3ccccc3F)nc2n1	7.4	0.2	5.7	-5.1	-1.3	-1.9	7.0	-2.4	5.3
21	O=C1C2C3C=CC(C2C(=O)N1c1cccc(O)c1)C1C2C(=O)N(c4cccc(O)c4)C(=O)C2C31 (stereo not drawn)	7.3	-2.0	3.1	0.9	-1.5	-1.7	3.7	-2.6	4.4
22	CCOc1ccc(/C=C2\SC(=S)N(C(C(=O)O)c3ccccc3)C2=O)cc1OC (stereo not drawn)	-3.6	35.5*	11.3	-4.8	2.1	-3.8	-17.4	9.2	-12.2
23	O=[N+]([O-])c1ccc(N2CCCCC2)nc1	0.2	-4.6	-1.8	11.2	-3.9	-2.0	0.3	-1.4	1.0
24	Cc1ccc2[nH]cc(C(=O)CN3CCC4(CC3)OCCO4)c2c1	8.0	-0.4	-3.2	2.7	1.1	-3.6	-2.1	-4.8	9.5
25	O=C(NC1CCCC1)C(c1ccccn1)N(C(=O)c1csnn1)c1ccccc1F (stereo not drawn)	6.6	-4.2	2.2	6.2	-2.1	-3.6	2.2	1.7	2.9
26	COC(=O)CN=Cc1c(O)n(-c2ccc(Cl)cn2)c(=O)c2ccccc12	0.3	2.6	2.4	0.3	1.4	0.9	2.2	-1.7	-3.2
27	CC(C)c1ccc(OCC(=O)N(c2ccccn2)C2CCCCC2)cc1	9.6	8.2	-2.4	3.3	2.7	6.8	-1.2	2.2	7.8
28	CC(C)(C)NC(=O)CSc1nc(-c2ccc(F)cc2)cs1	-1.2	-0.6	1.7	8.6	0.0	-1.4	-3.9	3.4	-3.3
29	CC(=O)Nc1ccc(/C(C)=N\NC(=O)c2ccc(-c3ccccc3)cc2)cc1	-13.8	-28.0	1.4	-6.4	-29.4	2.7	5.2	1.3	-26.7
30	CN(C)CCCNC1=CC(=O)OC12CCCCC2	-0.4	4.0	-1.9	6.1	-0.9	0.7	5.9	-0.5	-2.0
31	Cc1cc(NC(=O)c2cccc(N3C(=O)CCC3=O)c2)no1	-2.5	4.6	1.3	0.6	-0.8	3.3	4.4	2.5	1.6
32	Clc1ccc(-c2cn3cccnc3n2)cc1Cl	14.8	-26.9	19.1	-32.1	-18.5	-17.2	9.8	-3.0	2.1
33	CN(C)c1nc(N)nc(/C(C#N)=C/C2CC3C=CC2C3)n1 (stereo not drawn)	28.5	-2.4	-4.9	0.0	-3.2	-1.9	-1.9	-5.5	23.2
34	COc1cc(CNc2nc(C)c([N+](=O)[O-])c(C)c2C#N)cc(OC)c1	-2.4	0.2	2.1	7.0	3.4	-0.2	-3.2	-1.0	-0.2
35	Cc1nn(-c2nc3ccccc3[nH]2)c(N)c1-c1ccc(Cl)cc1	1.9	-6.8	0.3	-0.3	-1.7	-10.6	6.6	-2.1	4.9
36	CCOC(=O)N1CCN(c2cc(C)nc3nc(C)nn23)CC1	-3.6	3.4	2.5	1.3	1.0	-0.8	-1.4	2.8	-3.1
37	CC(SC(=S)N1CCCC1)C(=O)O (stereo not drawn)	9.1	-0.6	-5.0	-2.6	-3.5	-6.5	0.5	0.4	7.1
38	O=C1CCCc2c1cc(C(=O)O)c(=O)n2-c1ccccc1	6.3	-7.7	-2.7	13.1	-3.7	-4.1	1.8	1.4	4.3
39	CC(C)N(C)CCOC(=O)c1ccc2c(c1)OCCO2	6.5	-5.4	1.9	7.9	1.3	3.7	0.7	nt	5.8
40	CCOC(=O)N1CCN(S(=O)(=O)N2CCCC(C(=O)NCCCN3CCCCC3)C2)CC1 (stereo not drawn)	7.7	0.6	0.4	-10.5	1.2	-2.4	8.4	-3.5	10.4
41	COc1ccc(C(=O)Nc2cc(OC)nc(OC)n2)cc1	-3.7	-5.7	2.1	4.6	0.0	-0.5	0.5	0.5	-6.3
42	CC(=C/c1ccccc1)/C=N/Nc1nc(N2CCCCC2)nc(N2CCCCC2)n1	3.8	-2.2	-4.5	2.0	0.3	3.6	-0.3	-0.4	-4.0
43	COc1ccc(C(=O)c2ccc(OC)c(N)c2)cc1N	4.1	-3.2	2.3	2.7	-2.4	-0.9	-0.3	-1.0	-3.5
44	Cn1c(CSc2nc3ccccc3s2)nnc1SCC(=O)NCc1ccccn1	1.1	-2.2	-1.9	6.0	2.8	-1.7	2.9	-0.3	3.4
45	CCC1CCCCN1S(=O)(=O)c1ccc(NC(=O)c2nc(S(C)(=O)=O)ncc2Cl)cc1 (stereo not drawn)	21.1	8.7	1.4	-45.9	14.8	-2.8	4.4	-1.6	2.7
46	O=C(COc1ccc(Br)cc1Cl)NC(=S)Nc1ccccn1	-7.0	-3.7	-2.4	1.9	0.9	1.5	-7.0	-2.9	-0.7
47	CCOC(=O)c1cccc(NC(=O)CSc2nnc(C)n2Cc2ccccc2)c1	-5.1	0.6	-1.8	-1.6	-7.3	1.0	-5.7	1.0	-1.1
48	COc1ccc(Cc2nc3ccc(C(=O)NC(C)C)cc3o2)cc1	1.5	-14.5	-2.4	8.9	0.3	3.0	4.1	-2.1	-0.3
49	COc1ccc(-c2csc(/C(C#N)=C\c3ccc(OC)c([N+](=O)[O-])c3)n2)cc1	2.5	1.7	0.3	6.6	-2.7	-3.9	3.4	-5.8	-6.8
50	Cn1c(=O)n(C)c2cc(S(=O)(=O)N3CCCCC3)ccc21	-4.0	-4.8	3.8	-0.6	-0.5	1.4	-3.0	-3.2	-1.8
51	CC(C)(C)NC(=O)NC(=O)COC(=O)CNS(=O)(=O)/C=C/c1ccccc1	1.7	0.2	-3.3	0.6	-2.9	-2.5	1.2	1.6	4.4
52	CCCCCCOc1ccc(N2C(=O)CC(S/C(N)=N/N=C(\C)c3cccs3)C2=O)cc1 (stereo not drawn)	3.9	0.4	-1.4	-6.0	0.8	0.1	7.0	0.2	-2.7
53	Cc1cnc(C(=O)Nc2cc(F)ccc2C)cn1	-3.4	5.0	2.9	3.9	-3.7	1.1	0.5	2.1	-9.9
54	CN(c1ccc(OCC(=O)N2CCN(c3ccc(F)cc3)CC2)cc1)S(=O)(=O)c1cccs1	5.5	4.0	-0.5	4.1	-4.3	1.6	3.9	4.9	-5.3
55	CC1(C)C2CC=C(/C=N/NC(=O)C(N)=O)C1C2 (stereo not drawn)	-3.3	-2.8	2.8	-1.1	-5.4	-1.7	-0.2	-0.3	2.2
56	Cc1cccc(-c2nnc(SCC(=O)C(C)(C)C)n2C)c1	0.6	0.1	2.4	1.2	-1.1	-5.6	-2.0	0.1	1.4

New compounds follow:
no.	SMILES	BCLXL inh	PME-1 primary	TPT1 inhibitor	GSTO1 counter	Fam108B counter	PAD4 inh	GLD-1 RNA inh	MEX-5 binding	MCL1-BIM inh
57	Cc1ccc(Nc2nc3nonc3[nH]c2=O)cc1C	5.0	-9.0	3.6	-17.5	-2.6	3.1	-5.2	2.5	-0.2
58	FC(F)(F)c1cccc(-c2nc(COc3ccc(Cl)cc3Cl)no2)c1	4.8	0.0	5.7	-9.2	-5.9	7.2	0.0	-1.6	1.0
59	Nc1cc(N)nc(SCc2cccc(F)c2)n1	-2.5	-2.6	-0.5	0.1	5.4	-6.1	-2.6	-2.2	-2.1
60	CCOc1ccc(NS(=O)(=O)c2cc3c(cc2C)N(C)CCO3)cc1	2.0	10.0	-4.7	1.9	5.9	-3.0	-3.8	-1.1	4.6

Some of the compounds tested (hit frequency here may not be typical).
